Screens deposited in PubChem by National Center for Advancing Translational Sciences (NCATS).
GLS inh: inhibitors of human glutaminase (GLS). AID 624170. GLS enzymatic activity, qHTS titration. 0.21% of 410,000 active. O94925. Potency, µM (series often up to 45.5 µM), for the others: at the highest dose activity change, negative = inhibition, most hits filed as inhibitors; note: potency is the fitted concentration of half-maximal effect; % is set by controls: 0 for no effect and ±100 for the full control effect
Target sequence (O94925 whole entry, looked up): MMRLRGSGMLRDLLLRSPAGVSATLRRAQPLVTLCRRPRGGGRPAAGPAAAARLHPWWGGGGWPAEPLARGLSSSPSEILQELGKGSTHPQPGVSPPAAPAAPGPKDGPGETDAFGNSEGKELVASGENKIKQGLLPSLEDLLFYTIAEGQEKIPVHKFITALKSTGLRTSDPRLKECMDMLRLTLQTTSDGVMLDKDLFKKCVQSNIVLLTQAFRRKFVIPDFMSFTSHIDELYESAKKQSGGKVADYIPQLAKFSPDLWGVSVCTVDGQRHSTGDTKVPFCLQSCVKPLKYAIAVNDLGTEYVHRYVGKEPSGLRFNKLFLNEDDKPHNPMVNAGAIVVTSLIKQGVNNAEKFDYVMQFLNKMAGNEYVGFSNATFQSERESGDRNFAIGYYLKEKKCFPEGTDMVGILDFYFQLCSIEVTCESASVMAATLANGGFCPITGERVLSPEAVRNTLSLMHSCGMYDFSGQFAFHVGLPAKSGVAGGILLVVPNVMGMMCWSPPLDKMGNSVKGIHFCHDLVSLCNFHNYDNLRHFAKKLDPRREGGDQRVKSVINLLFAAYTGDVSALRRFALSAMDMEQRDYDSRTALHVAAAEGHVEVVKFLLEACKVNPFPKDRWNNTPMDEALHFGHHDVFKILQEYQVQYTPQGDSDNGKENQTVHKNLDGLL
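hKGA; 45 mM KH2PO4 pH 8.2 + 0.02% Tween-20; cpd via pin tool; 1 mM Gln soln; GluOx/HRP/Amplex Red; RT 30 min; fluor. t0 & final.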
HP1b chromo inh: inhibitors of HP1-beta chromodomain binding to methylated histone tails; P83916; AlphaScreen HP1-beta / biotin-H3K9me3 peptide binding; Potency, µM (highest dose often 114 µM), without a hit: at the highest dose activity change, negative = inhibition, hits mostly inhibitors; 0.56% of 390,000 active; note: potency is the fitted concentration of half-maximal effect; nearly all actives have a fitted effect of over 70% in size; inactives centre near 23
Target sequence (P83916 whole entry, looked up): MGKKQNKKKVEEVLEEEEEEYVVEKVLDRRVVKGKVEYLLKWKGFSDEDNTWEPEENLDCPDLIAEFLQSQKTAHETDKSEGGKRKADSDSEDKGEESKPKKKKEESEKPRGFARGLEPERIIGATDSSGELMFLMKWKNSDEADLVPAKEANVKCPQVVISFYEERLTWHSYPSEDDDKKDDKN
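Compound inhibition of the preformed complex between 50 nM HP1-beta and 50 nM biotinylated H3K9me3 peptide was read by AlphaScreen. Buffer was PBS pH 7.4 with 0.01% Tween-20. Incubations ran 30 min at room temperature, with 10 ug/mL donor/acceptor beads.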
RGS4 inh: inhibitors of human regulator of G protein signaling 4; P49798; Transcreener GDP fluorescence polarization, RGS4-accelerated GTP hydrolysis; Potency, µM (series often up to 114 µM), for inactives: at the highest dose activity change, negative = inhibition, most hits filed as inhibitors; 0.039% of 390,000 active; note: potency is the fitted concentration of half-maximal effect; % is set by controls: 0 for no effect and ±100 for the full control effect; nearly all actives have a fitted effect of over 75% in size; some results filed as inactive show a strong effect at the top dose
Target sequence (P49798 whole entry, looked up): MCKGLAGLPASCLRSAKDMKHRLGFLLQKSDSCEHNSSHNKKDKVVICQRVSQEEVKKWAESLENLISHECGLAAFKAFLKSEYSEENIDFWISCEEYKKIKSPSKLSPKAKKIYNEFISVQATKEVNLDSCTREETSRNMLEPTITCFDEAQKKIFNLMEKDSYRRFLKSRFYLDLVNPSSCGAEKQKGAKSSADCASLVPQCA
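MLSMR compounds (23 nl, pin-transferred) preincubated 10 min at room temperature with a 500nM (2x) first reagent, then RGS4 at 900nM (2x) plus Transcreener GDP mix added; fluorescence polarization (620/688 nm) read before and after 90 min at 30 °C.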
ERG Ets-DNA blk: inhibitors of human ERG Ets domain-DNA interaction; P11308; fluorescence polarization, His-ERG Ets domain / labelled DNA; Potency, µM (highest dose often 76.9 µM), for the others: top-dose FP activity, negative = inhibition, hits mostly inhibitors; 0.028% of 370,000 active; active = well fitted inhibition curve with a large enough effect in the polarisation, with a control signal flat; inconclusive = small, poorly fitted or top-dose-only effect, or effect the other way, or a change in a side signal; inactive = no such curve, though single readings can be large or run the other way; the % refers to the polarisation;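 note: polarization taken with two DNA probes labelled with fluorescein and Texas red; potency is the fitted concentration of half-maximal effect; % of control where 0% means no effect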
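His-tagged ERG Ets domain (1 uM in the protein solution; 300mM KCl, 50mM Tris-HCl, 1mM EDTA, 1mM DTT, pH 7.5) received compound, then a probe mix of 5 nM fluorescein-DNA and 100nM Texas-615-DNA. Fluorescence polarization was read for both dyes.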
BAZ2B inh: BAZ2B (human) inhibition. 4.4% of 360,000 active. Potency, µM (series often up to 114 µM), inactives show at the highest dose activity change, negative = inhibition, usual class: inhibitors. AlphaScreen BAZ2B-H3K14Ac peptide displacement. Q9UIF8. AID 504333; note: potency is the fitted concentration of half-maximal effect; % is set by controls: 0 for no effect and ±100 for the full control effect; nearly all actives have a fitted effect of over 60% in size
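Complex of BAZ2B and biotin-H3K14Ac (50 nM apiece) forms over 30 min at RT, then faces library compounds up to 110 uM for another 30 min; AlphaScreen beads added, 20 min dark incubation, luminescence read.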
JMJD2A Tudor inh: inhibitors of human JMJD2A Tudor domain | O75164 | AlphaScreen JMJD2A-Tudor / H3K4me3 peptide binding | Potency, µM (series often up to 114 µM), inactives show at the top dose activity change, negative = inhibition, hits mostly inhibitors | 4.4% of 390,000 active | AID 504339; note: potency is the fitted concentration of half-maximal effect; % is set by controls: 0 for no effect and ±100 for the full control effect; nearly all actives have a fitted effect of over 50% in size
G9a block: G9a (human) methyltransferase inhibition. Q96KQ7. G9a H3K9 monomethylation, AlphaScreen, 2 h. Potency, µM (highest dose often 102 µM), for inactives: top-dose activity, negative = inhibition, most hits filed as inhibitors. 8.8% of 350,000 active; note: potency is the fitted concentration of half-maximal effect; % is set by controls: 0 for no effect and ±100 for the full control effect; nearly all actives have a fitted effect of over 75% in size
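Step 1: enzyme (final 20 nM) with compound, 15 min RT. Step 2: substrate peptide 500 nM and SAM 20 uM, 2 h RT. Step 3: anti-H3K9me1 antibody and AlphaScreen beads, 10 min, then plate read.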
ALOX12 inh: blocks human arachidonate 12S-lipoxygenase; P18054; purified 12hLO, xylenol orange hydroperoxide absorbance; Potency, µM (doses to about 108 µM), without a hit: at the top dose activity change, negative = inhibition, most hits filed as inhibitors; 1.1% of 580,000 active; note: potency is the fitted concentration of half-maximal effect; % is set by controls: 0 for no effect and ±100 for the full control effect
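Purified human 12hLO at 150 nM in 25 mM Hepes, 0.01% Triton X-100, pH 7.0, preincubated 15 min at room temperature with compound. Reaction started with 40 uM arachidonic acid, 30 min at room temperature. Hydroperoxide measured by Fe-xylenol orange, 573/405 nm absorbance ratio.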
PI4K2A block: PI4K2A (human) kinase inhibition; 0.13% of 420,000 active; activity change, negative = inhibition, % at 76.9 µM; AID 1346378; Q9BTU6; purified PI4K2A, ADP-Glo luminescence, 1 h; hits give low values; in the data active = activity change below about -50%; inconclusive = mostly about -30% to -49%;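 note: -100% = wells without enzyme as full effect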
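ADP-Glo luminescence measured ADP generated by PI4K2A enzyme (4 ug/mL before mixing) with 1.2 mM PI substrate (pre-mix) and 300 microM ATP (pre-mix). Tris pH7.5 buffer with MgCl2, Triton X-100; 1 h reaction at ambient temperature.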
Starred values were filed as active, the others as inactive; ? = inconclusive; . = no result given; & = joins results of further samples; [ ] = dose if it differs, or a comment. Unless noted, calls come from the whole dose curve; as a rule, active = well fitted curve in the direction sought with a large enough effect; inconclusive = small, poorly fitted or top-dose-only effect, or another doubt; inactive = no such curve, though single readings can be large; an effect the other way counts as inactive or inconclusive. Not all compounds are listed; rates above refer to the full screens.

GLS inh	HP1b chromo inh	RGS4 inh	ERG Ets-DNA blk	BAZ2B inh	JMJD2A Tudor inh	G9a block	ALOX12 inh	PI4K2A block	Structure
0.4%	29.4%	15.6%	-0.8%	-2.6%	-6.8%	0.8%	-3.8%	-8.8	CC(NCC(O)COCc1cccs1)C1CC2CCC1C2 (stereo unspecified)
6.3%	24.7%	12.6%	-6.2%	7.1%	-8.9%	-31.8%	-0.8%	-0.3	COc1ccc(NC(=O)CS(=O)CC(=O)Nc2cc(Cl)ccc2OC)cc1 (stereo unspecified)
5.5%	36.3%	6.5%	-9.5%	-36.2%	-22.8%	.	25.4%	-0.9	COc1ccccc1NC(=O)CC1S/C(=N/N=C(\C)C2CCCCC2)NC1=O (stereo unspecified)
0.1%	48.0%[activator]	-4.4%	11.7%	-21.0%	-15.3%	?	-14.1%	6.3	CC(C)(C)NC(=O)CSc1nc(O)cc(=O)n1-c1ccccc1F
?	92.8%[activator]	-0.6%	-5.1%	49.6%[activator]	38.9%[activator]	100.2%[activator][59 µM]	-0.6%	6.1	CCOC(=O)c1c(C)nc(SC)c(C#N)c1-c1ccccc1
-19.6%	22.7%	12.8%	-2.7%	.	-1.4%	.	14.5%	1.4	COc1ccc([N+](=O)[O-])c(O)c1C(C)=O
1.9%	30.5%	-23.3%	4.2%	-20.2%	-12.0%	-2.1%[59 µM]	-1.9%	1.2	Cc1ccc(CNC(=O)c2cnc3c(-c4ccccc4)c(C)nn3c2C)o1
-8.4%&-4.7%	32.1%&54.6%	-11.6%&-11.0%	1.4%&2.0%	3.1%&-0.5%	-15.1%&-0.3%	-7.2%	8.3%&-11.9%	5.1&-11.3	Cc1cccc(NC(=O)Nc2ccc(Br)cc2)n1
0.3%	18.0%	-9.4%	24.5%	5.8%	-20.4%	2.9%[59 µM]	-15.1%	-9.5	CCN(CC(=O)NCc1ccc(Cl)cc1)C(=O)/C=C/c1ccc(C#N)cc1
-3.6%	27.3%	6.1%	10.6%	4.5%	8.9%	15.1%[12.7 µM]	56.9%	7.8	CC(Sc1nnc2ccccn12)C(=O)N1CCc2ccccc2C1 (stereo unspecified)
5.3%	-5.8%	-2.2%	1.4%	1.2%	-21.6%	16.2%	-5.0%	2.2	O=C(N/C(=C\c1ccc(Cl)cc1)C(=O)N1CCCCC1)c1ccco1
12.5%	19.4%	30.2%	20.8%	-1.6%	-7.8%	.	?	-1.2	Cc1ccc(S(=O)(=O)NC(C(=O)N2CCOCCOCCOCCOCC2)c2ccccc2)cc1 (stereo unspecified)
-0.1%	22.0%	8.5%[56.9 µM]	-1.0%	?	-27.1%	-41.1%	?	0.5	COc1ccc(C(=O)NCCNc2ccc([N+](=O)[O-])cc2)cc1
3.2%	29.5%	-9.0%	0.1%	15.6%	-23.9%	-24.9%	-5.5%	1.1	NNC(=O)c1cc(C23CC4CC(CC(C4)C2)C3)nc2ccccc12
-6.5%	28.8%	-2.0%	-11.5%	-4.4%	-10.2%	-37.4%[59 µM]	-12.4%	-2.6	COc1ccc(/C=C2\SC(=O)N=C2N)cc1
0.0%	39.8%[activator]	-15.3%	5.8%	?	-11.7%	-41.5%	-10.3%	-3.3	CC(Cc1cccnc1)NC(=O)c1cc(COc2ccc(F)cc2F)on1 (stereo unspecified)
0.0%	31.4%	-7.3%	0.2%	-20.8%	-14.1%	50.1µM*	24.6%	-4.6	COc1ccc(NC2CC(=O)N(c3ccc(C(=O)O)cc3)C2=O)cc1 (stereo unspecified)
-16.4%	-9.8%	-7.3%[11.4 µM]	2.8%	-2.7%	-0.8%[11.4 µM]	0.2%[59 µM]	-8.0%	-12.0	COc1ccc2c(c1)c(C(=O)CN1CCC(C(N)=O)CC1)c(C)n2C
1.6%	142.9%[activator]	-6.1%	?	64.4%[activator]	73.8%[activator]	44.6%[activator]	?	-0.9	O=S(=O)(NCCC1=CCCCC1)c1ccc(OC(F)(F)F)cc1
-2.9%	15.4%	-38.9%	1.6%	?	-35.7%	?	?	5.6	COc1ccc(OC)c(NC(=O)[C@H](Cc2ccccc2)N2Cc3ccccc3C2=O)c1
0.0%	11.6%	7.8%[11.4 µM]	-3.5%	-10.0%	-19.7%[57.1 µM]	12.2%[59 µM]	0.0%	-0.5	O=C(Nc1ccc2c(c1)OCO2)c1ccc(Br)c(S(=O)(=O)N2CCCC2)c1
2.1%	6.1%	9.9%	0.6%	.	-21.3%	.	.	1.4	CC(C)(C)NS(=O)(=O)c1cccc2nsnc12
-3.0%	?	-2.1%	-0.9%	4.8%	-15.6%	9.2%	0.1%	-4.7	Cc1ccc2nc(NC(=O)C3CCN(S(=O)(=O)c4cccnc4)CC3)sc2c1
?	-8.8%	?	4.1%	1.1%	25.1µM*	12.2%	-7.7%	1.5	CCc1ccccc1N(CC(=O)NCC1CCCO1)C(=O)CCC(=O)Nc1nccs1 (stereo unspecified)
3.9%	23.1%	14.3%	2.7%	-12.9%	-13.4%	0.8%[59 µM]	5.6%	3.8	COc1ccc(C2N=C(N)Nc3nc4ccccc4n32)c(OC)c1OC (stereo unspecified)
0.5%	25.8%	4.9%	-5.1%	0.7%	-15.9%	-1.0%	0.0%	3.1	Nc1cc(-c2ccccc2)n2c(n1)nc1ccccc12
-1.5%	9.5%	-5.6%	12.8%	-18.3%	-11.1%	0.5%	-13.7%	2.8	CCc1ccc(S(=O)(=O)NCCc2csc(C)n2)s1
0.5%	123.2%[activator]	0.7%	-6.0%	108.7%[activator]	93.0%[activator]	19.1%[59 µM]	-12.6%	-0.4	N/C(Cc1ccc(Cl)cc1Cl)=N\OC(=O)Cc1cccs1
1.2%	4.4%	17.4%	0.1%	.	?	.	-1.0%	2.5	C/C=C(\C)C(=O)NCCN1C2=NC[C@@H](Cc3ccccc3)N2C[C@@H]1Cc1ccc(OC)cc1
-9.8%	22.3%	-23.3%	-5.6%	-29.9%	-19.2%	19.8%[59 µM]	-27.8%	-5.0	Cc1ccc(Cl)cc1NC(=O)Cn1cc(C(F)(F)F)cc(Cl)c1=O
-0.1%	23.0%	9.9%	3.3%	-7.4%	-7.4%	-41.1%[59 µM]	?	5.3	CC(C)Oc1ccccc1-c1nc(SCC(=O)O)n[nH]1
1.2%	22.6%	13.1%	-9.2%	-12.9%	-28.0%	-6.0%	2.8%	-2.1	Cc1cccc(NC(=O)c2ccc3c(c2)CCN3S(C)(=O)=O)c1
2.0%	18.6%	12.8%	14.6%	0.5%	1.1%	.	-7.2%	-0.7	Cc1ccc2nc(-c3cccc(Br)c3)cc(C(=O)NCC3CCCO3)c2c1 (stereo unspecified)
-0.7%	12.0%	25.1%	-13.3%	-1.2%	-2.9%	-25.4%	14.1%	-7.5	CCOC(=O)CNC(=O)c1ccc2c(c1)OCCO2
17.3%&31.9%	21.8%&32.9%	11.2%&-0.6%	-5.5%&1.0%	?	-12.7%&-21.1%	11.7%[59 µM]	469.6%&-22.9%[activator]	-2.9&3.8	COc1cc(Cl)c(NS(=O)(=O)c2cc3[nH]c(=O)c(=O)[nH]c3cc2C)c(OC)c1
-0.4%	-7.6%	-28.4%	-0.6%	.	?	.	8.6%	-1.9	CCN(CC)C(=O)[C@H]1C[C@H](CC(=O)NCCCn2ccnc2)C(=O)N2CCc3c([nH]c4cc(-c5ccco5)ccc34)[C@]12C
-2.3%	34.8%	-3.0%	-1.6%	-14.4%	-2.7%	6.2%	26.2%	1.9	CC(NC(=O)COC(=O)c1ccc2c(c1)S(=O)(=O)N=C1CCCCCN12)C12CC3CC(CC(C3)C1)C2 (stereo unspecified)
1.2%	16.1%[57 µM]	-7.5%	-0.3%	-0.1%	-10.6%	1.4%[59 µM]	-19.1%	0.7	CCOc1ccc(CC(=O)NCCc2csc(-c3ccc(C)cc3)n2)cc1
10.3%	26.1%	2.1%	1.3%	16.6%	-0.8%	20.9%	0.0%	6.0	O=C(OCC(=O)N1CCCC1)c1ccco1
-2.9%	11.4%	15.1%	.	2.7%	-0.6%	26.8%[59 µM]	3.5%	1.4	O=C(N1CCCC1)C12CC3CC(CC(C3)C1)C2
2.4%	3.7%	-3.6%	-2.0%	-22.5%	-22.5%	-7.8%[59 µM]	-26.8%	-3.1	Cc1cccc(NC(=O)N2CCc3c(sc4c3CCCC4)C2c2ccc(F)cc2)c1 (stereo unspecified)
-15.0%	26.3%	-8.2%	5.4%	43.7%[activator]	-8.3%	?	12.3%	-3.6	O=C(Nc1cccc(F)c1)NC1CCCCC1
-4.5%	?	-24.4%	-4.5%	?	3.16µM*	10µM*	?	0.3	COCCNCCCOc1ccc(Br)cc1Cl
-6.2%	30.6%	0.0%	17.2%	5.0%	8.4%	6.9%[59 µM]	2.1%	-3.2	Cc1ccc(-c2onc(C)c2C)cc1S(=O)(=O)N1CCOc2ccc(Cl)cc21
-1.4%	-2.0%	-24.6%	8.4%	-1.2%	-4.9%	-8.6%	0.0%	1.9	CCOC(=O)c1oc2ccccc2c1CN1CC(C)OC(C)C1 (stereo unspecified)
8.4%	39.3%[activator]	3.9%	3.5%	-2.9%	?	13.9%[59 µM]	-9.9%	-3.7	COc1cc(OC)nc(NC(=S)NC(=O)c2ccccc2)n1
